ELG1 genotoxic: inducers of genotoxicity in HEK293T ELG1-luciferase cells | HEK293T ELG1-luciferase reporter, luminescence, 16 h | Potency, µM (doses to about 46 µM), for inactives: at the highest dose activity change, positive = activation, usual class: activators | AID 504466 | 1.3% of 330,000 active; further: potency means the concentration at half of the fitted maximal effect; % of control where 0% means no effect; nearly all actives have a fitted effect of over 60% in size
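ELG1-luciferase HEK293T cells, 2,000/well; compound pinned in; 16 hr, 37 °C, 5% CO2; ONE-Glo, 30 min RT; luminescence on CCD imager.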
Tb PFK inh: T. brucei PFK enzyme inhibition. AID 485367. O15648. T. brucei PFK, ADP-Glo luminescence. 0.17% of 330,000 active. Potency, µM (top dose mostly 57.5 µM), for the others: at the top dose activity, negative = inhibition, actives largely listed as inhibitors;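 further: potency means the concentration at half of the fitted maximal effect; 0% = uninhibited 1x PFK enzyme wells and -100% = no-enzyme wells; nearly all actives have a fitted effect of over 60% in size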
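Compounds were pin-transferred as a titration series up to 57 uM into substrate buffer (0.5 mM F6P, 0.1 mM ATP, pH 8.0), then 1.25 nM PFK was added and reactions ran 45 min before ADP-Glo detection.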
Gal4-VP16 FLuc: counter-screen for ROR gamma inhibitors: Gal4-VP16 reporter | Drosophila S2 Gal4-VP16 UAS-luciferase, luminescence, 20 h | 3.5% of 310,000 active | Potency, µM (highest dose often 53.6 µM), inactives show at the highest dose activity, negative = inhibition, actives largely listed as inhibitors;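 further: Gal4-VP16 expression switched on by copper sulfate through the metallothionein promoter; potency means the concentration at half of the fitted maximal effect; on the % scale 0 is the no-effect control and ±100 the full control effect; nearly all actives have a fitted effect of over 50% in size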
uPA surface inh: blocks generation of uPA at the cell surface; cell surface uPA generation assay, qHTS; Potency, µM (top dose mostly 38.3 µM), without a hit: at the highest dose activity change, negative = inhibition, usual class: inhibitors; AID 540303; 0.31% of 330,000 active; active means well fitted inhibition curve with a large enough effect; inconclusive means small, poorly fitted or top-dose-only effect; inactive means no such curve, though single readings can be large or run the other way; tested in mouse RAW 264.7 cells; further: potency means the concentration at half of the fitted maximal effect; on the % scale 0 is the no-effect control and ±100 the full control effect; nearly all actives have a fitted effect of over 55% in size
FLuc modulator: counter-screen for miR-21 project: firefly luciferase inhibitors or activators; P08659; purified FLuc, Km substrates, luminescence inhibition; Potency, µM (top dose mostly 57.5 µM), without a hit: top-dose activity change, negative = inhibition, hits mostly inhibitors; 6.9% of 360,000 active;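 further: potency means the concentration at half of the fitted maximal effect; plate controls were vehicle for no effect and reference inhibitor for full effect; nearly all actives have a fitted effect of over 55% in size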
Target sequence (P08659 whole entry, looked up): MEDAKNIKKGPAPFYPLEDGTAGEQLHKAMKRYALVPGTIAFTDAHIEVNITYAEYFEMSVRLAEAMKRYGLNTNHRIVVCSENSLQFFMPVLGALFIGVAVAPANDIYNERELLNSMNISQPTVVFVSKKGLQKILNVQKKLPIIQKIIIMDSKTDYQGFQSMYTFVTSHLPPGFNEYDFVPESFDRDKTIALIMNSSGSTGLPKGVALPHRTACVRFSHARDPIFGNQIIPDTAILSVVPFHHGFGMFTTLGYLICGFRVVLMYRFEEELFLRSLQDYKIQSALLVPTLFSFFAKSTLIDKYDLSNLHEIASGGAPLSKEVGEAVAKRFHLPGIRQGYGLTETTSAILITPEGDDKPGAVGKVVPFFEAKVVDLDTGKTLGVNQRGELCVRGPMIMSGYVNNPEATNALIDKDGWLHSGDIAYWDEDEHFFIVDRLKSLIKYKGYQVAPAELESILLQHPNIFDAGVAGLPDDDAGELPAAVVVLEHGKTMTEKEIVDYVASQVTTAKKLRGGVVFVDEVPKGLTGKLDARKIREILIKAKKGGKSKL
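Purified P. pyralis luciferase, 10 nM final, with Km-level 10 uM D-luciferin and 10 uM ATP in 50 mM Tris acetate pH 7.5, 10 mM Mg acetate, 0.01% Tween-20, 0.05% BSA; 6-point qHTS titration about 60 µM downward; luminescence read.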
NPC1 promoter act: NPC1 promoter activation | AID 485313 | 2.4% of 320,000 active | Huh7 NPC1 promoter luciferase reporter, 24 h | Potency, µM (titrated, usually from 9.22 µM), for inactives: at the highest dose activation, usual class: activators;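 further: potency means the concentration at half of the fitted maximal effect; % of control where 0% means no effect; nearly all actives have a fitted effect of over 60% in size; reporter is driven by a mutant NPC1 promoter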
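NPC1 promoter–luciferase Huh7 cells; 24 h compound; luminescence.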
Rab9 prom act: Rab9 promoter activation; Huh7 Rab9 promoter-luciferase reporter, luminescence, 24 h; Potency, µM (top dose mostly 9.22 µM), for inactives: at the highest dose activation, negative = inhibition, hits mostly activators; 2.8% of 320,000 active; AID 485297; further: potency means the concentration at half of the fitted maximal effect; % of control where 0% means no effect; nearly all actives have a fitted effect of over 60% in size
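Luminescence from Amplite-detected luciferase (10 minutes, ambient) reports Rab9 promoter activation. Before that, stable Rab9-luciferase Huh7 cells (1500/well, reduced-serum OP-MEM I plus 10% FBS) were exposed to compound for 24 hours at 37C.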
Coupling enz: inhibits coupling enzyme system, counter-screen for aldolase hits; coupling enzyme system counterscreen, AmpLite Red fluorescence; activity change, negative = inhibition, % at 58.2 µM, hits read low; 0.67% of 290,000 active; in the data active means activity change below about -30%; further: on the % scale 0 is the no-effect control and ±100 the full control effect
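Compounds tested against the coupling enzymes alone at 57.5 uM final; readout was AmpLite Red fluorescence (525/598 nm) after 20 min at RT.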
KCNH2 3.1 block: blocks the human KCNH2 3.1 channel isoform | U2OS KCNH2 3.1, thallium flux FluxOr; active compounds read low | AID 720553 | 0.95% of 340,000 active | activity change, % (tested at about 1.8 µM);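 active means maximum activity change below -70%; inconclusive means maximum activity change from -70% to -50%; inactive means maximum activity change above -50%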;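 further: thallium influx rate constant from kinetic fluorescence after stimulation buffer; on the % scale 0 is the no-effect control and ±100 the full control effect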
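We transduce U2OS cells with the mutant 3.1 virus, culture them overnight, load FluxOr with Red40 quencher for 45 min, then add stimulation buffer and read kinetically for 2 min to derive a normalized rate constant.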
RORgamma inh: inhibitors of mouse ROR gamma transcriptional activity; P51450; Drosophila S2 Gal4-RORgamma UAS-luciferase reporter, 20 h; Potency, µM (doses to about 53.6 µM), without a hit: at the highest dose activity change, negative = inhibition, most hits filed as inhibitors; 5.4% of 310,000 active; further: potency means the concentration at half of the fitted maximal effect; on the % scale 0 is the no-effect control and ±100 the full control effect; nearly all actives have a fitted effect of over 60% in size
Target sequence (P51450 whole entry, looked up, the tested form may be a part): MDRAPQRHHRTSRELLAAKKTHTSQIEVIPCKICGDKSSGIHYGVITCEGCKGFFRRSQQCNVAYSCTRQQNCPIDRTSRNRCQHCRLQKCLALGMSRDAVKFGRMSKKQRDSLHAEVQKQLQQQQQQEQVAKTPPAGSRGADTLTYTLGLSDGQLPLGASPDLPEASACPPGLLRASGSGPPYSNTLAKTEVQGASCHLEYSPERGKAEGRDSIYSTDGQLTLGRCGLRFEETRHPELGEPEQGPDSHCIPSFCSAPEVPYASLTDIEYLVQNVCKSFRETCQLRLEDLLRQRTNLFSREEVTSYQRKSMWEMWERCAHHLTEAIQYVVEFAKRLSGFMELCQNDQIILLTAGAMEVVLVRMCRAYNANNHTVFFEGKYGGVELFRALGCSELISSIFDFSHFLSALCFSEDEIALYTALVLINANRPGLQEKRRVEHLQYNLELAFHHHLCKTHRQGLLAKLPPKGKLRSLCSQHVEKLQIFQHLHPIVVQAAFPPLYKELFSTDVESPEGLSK
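Luciferase reporter read in Schneider cells carrying Gal4-RORγ (mouse) and UAS-Photinus luciferase; cells given compound 1 h before 700 uM copper sulfate induction, then incubated 20 h at ambient temperature.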
Giardia killer: kills Giardia lamblia; Giardia lamblia trophozoite viability; activity change, % at 7.66 µM, hits read low; 0.15% of 340,000 active; in the data active means activity change below about -80%; inconclusive means between about -30% and that limit;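 further: parasites exposed to compound for two days anaerobically before the ATP read; on the % scale 0 is the no-effect control and ±100 the full control effect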
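Luminescence from cellular ATP indicates surviving trophozoites (100 cells/well) following 48 hrs anaerobic compound treatment at 37 deg C; signal develops 15-30 min at room temperature.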
Numbers without * were called inactive; u = inconclusive; x = not tested or not shown. Unless noted, the call rests on the fitted dose curve; in most records, active means well fitted curve in the direction sought with a large enough effect; inconclusive means small, poorly fitted or top-dose-only effect, or another doubt; inactive means no such curve, though single readings can be large; an effect the other way counts as inactive or inconclusive.

Every second line gives: ELG1 genotoxic	Tb PFK inh	Gal4-VP16 FLuc	uPA surface inh	FLuc modulator	NPC1 promoter act	Rab9 prom act	Coupling enz	KCNH2 3.1 block	RORgamma inh	Giardia killer
[1] Cc1cccc(C)c1OCc1nc2ccccc2c(=O)n1/N=C/c1ccc(OCC(=O)O)cc1
  1%	1%	u	-2%	-18%	-1%	-1%	-1	4	-7%	-10
[2] Cc1cc(C(=O)N(C)C2CCCCC2)no1
  9%	-1%	-5%	-17%	0%	4%	0%	x	-3	-16%	-28
[3] CCOC(=O)COc1c(OC)cc(Cl)cc1C1Nc2ccccc2C(=O)N1c1cccc(C)c1 (stereo not given)
  5%	2%	-12%	-15%	-3%	-3%	4%	1	-8	26%	-6
[4] O=C(CN1C(=O)C2C3C=CC(C3)C2C1=O)Nc1cccc2c1CCCC2 (stereo not given)
  -2%	1%	4%	6%	-2%	-3%	2%	-5	-4	10%	9
[5] COc1ccc(S(=O)(=O)Nc2cccc(C)c2C)c2cccnc12
  -11%	2%	-3%	5%	0%	-3%	-4%	1	-6	18%	2
[6] Cc1ccc(-n2cc(C(=O)c3ccc4ccccc4c3O)cn2)cc1
  2%	0%	2%	8%	u	-4%	2%	-3	1	-18%	-6
[7] O=c1c(Cl)c(N2CCCCC2)cnn1-c1nc2ccccc2[nH]1
  u	1%	1.3µM*	-16%	0.38µM*	u	0.11µM*	0	3	0.89µM*	u
[8] Cc1cccc(-n2ncc3c(NCc4cccs4)ncnc32)c1
  u	2%	u	-19%	9.5µM*	3.5µM*	u	-10	-6	u	2
[9] O=C(c1cc([N+](=O)[O-])ccc1Cl)N1CCN(c2ccccn2)CC1
  2%	-4%	-17%	-4%	-4%	1%	18%	7	13	-2%	-12
[10] Cc1nc2c(sc(=S)n2Cc2ccco2)c(=O)n1CC(=O)Nc1cc(F)ccc1F
  -2%	0%	-3%	4%	0%	-1%	2%	0	u	32%	5
[11] Cc1cc(C(F)F)n2nc(C(=O)Nc3sc4c(c3C#N)CCC(C)C4)nc2n1 (stereo not given)
  1%	-2%	1%	1%	u	-1%	3%	11	-1	-13%	-11
[12] Cc1cccc(C(=O)OCC(=O)NCC(C)C)c1O
  10%	1%	7%	8%	2%	0%	6%	-2	-2	39%	-1
[13] COc1ccc(Oc2nc(C)cc(C)c2C#N)cc1
  0%	-5%	25%	9%	3%	-2%	1%	2	1	-11%	-8
[14] O=C(/C=C/Nc1cccc(O)c1)c1ccccc1
  u	-1%	6.3µM*	u	0.17µM*	u	23%	0	0	5µM*	-3
[15] CCN1C(=O)c2cccc3c(S(=O)(=O)Nc4ccccc4)ccc1c23
  u	1%	u	-6%	-5%	-5%	-5%	-6	-2	-36%	3
[16] Cc1ccc(NC2=CC(=O)CC(C)(C)C2)c(N)c1
  -5%	2%	5%	-5%	-1%	4%	1%	-18	1	-38%	-4
[17] COc1ccc2[nH]c(=O)c(C(c3nnnn3CC3CCCO3)N3CCCCC3)cc2c1 (stereo not given)
  1%	3%	7%	0%	0%	-3%	-7%	0	-9	1%	3
[18] O=C(COc1ncnc2sccc12)NC1CCS(=O)(=O)C1 (stereo not given)
  -3%	-4%	-4%	2%	0%	1%	2%	-13	-10	-15%	3
[19] CN(C)CCCN(C(=O)c1ccc2c(c1)OCCO2)c1nc2cc3c(cc2s1)OCO3
  -2%	-5%	4%	4%	-2%	-1%	-2%	x	x	-7%	-23
[20] CCOc1cc(N2CCOCC2)c(OCC)cc1NC(=O)CN1C(=O)NC(C)(C2CC2)C1=O (stereo not given)
  1%	-1%	-6%	2%	-1%	-4%	-1%	0	0	-5%	1
[21] N#C/C(=C/c1ccc(-c2ccc(S(N)(=O)=O)cc2)o1)c1nc2ccccc2s1
  12%	-4%	u	4%	-16%	10%	2%	-2	-27	u	-22
[22] O=C(NC1CCCCC1)C1CC(=O)N(c2ccccc2)C1 (stereo not given)
  4%	-1%	0%	-2%	-3%	1%	-1%	1	3	0%	26
[23] C/C(=N/NC(=O)c1cc(C(C)C)[nH]n1)c1cccs1
  u	0%	-47%	-7%	5.4µM*	0.4µM*	0.5µM*	-2	3	u	-7
[24] Cc1ccn2c(Nc3ccccc3C)c(-c3ccccn3)nc2c1
  27%	12%	u	-18%	u	-25%	-28%	-10	16	14µM*	24
[25] CNC(=O)c1ccc(Nc2nnc(-c3ccc(C)c(S(N)(=O)=O)c3)c3ccccc23)cc1
  0%	1%	5%	-1%	0%	-3%	-1%	1	11	2%	-15
[26] CCCn1c(NC(=O)CCNC(=O)c2ccccc2Cl)nc2ccccc21
  -1%	-6%	x	5%	0%	3%	-1%	x	7	x	10
[27] COC(=O)c1ccc(CNC(=O)C(C)N=C2NS(=O)(=O)c3ccccc32)cc1 (stereo not given)
  1%	-7%	x	4%	2%	-3%	-2%	x	-4	x	-11
[28] CCCOc1ccc(-c2csc3nc[nH]c(=O)c23)cc1
  u	-12%	-7%	-23%	u	3.2µM*	1.6µM*	-3	0	u	16
[29] CN1CCN(c2nc(Nc3ccccc3)nc(N)c2[N+](=O)[O-])CC1
  5%	3%	-3%	-5%	2%	-1%	-3%	-1	-1	-9%	0
[30] O=C1CCC(C(=O)N2CCc3ccccc3C2)CN1CCCN1CCOCC1 (stereo not given)
  1%	-2%	-8%	1%	5%	-2%	0%	x	0	17%	-2
[31] COc1ccc(N2C(=O)CCC(C(=O)c3ccccc3)=C2C)cc1
  -10%	4%	-5%	0%	1%	0%	-2%	0	10	26%	-9
[32] Cc1ccc(SCC(=O)N2N=CCC2c2ccccc2)cc1 (stereo not given)
  7%	2%	21%	1%	u	-5%	21%	2	7	33%	-24
[33] CCOc1ccccc1NC(=O)COC(=O)CCOc1cc(C)ccc1C
  1%	1%	x	-2%	5%	-4%	-5%	x	3	x	12
[34] Cc1ccc(-c2nc3sc(C(N)=O)c(N)c3c3c2CCCC3)cc1
  -6%	0%	-2%	4%	0%	-6%	-6%	9	5	-43%	-3
[35] S=C(NC1CCCCC1)c1ccc2c(c1)OCO2
  12%	-7%	-1%	x	8.5µM*	24%	25%	0	2	-17%	0
[36] CC(C)(C)C1CC=C2C(C#N)=C(N)C(C#N)(C#N)C(c3cccs3)C2C1 (stereo not given)
  2%	-10%	6%	x	-8%	0%	-4%	-11	x	-2%	x
[37] Cc1nn(-c2ccccn2)c2nc(-c3cccs3)cc(C(=O)N3CCOCC3)c12
  0%	0%	-23%	0%	0%	-1%	10%	1	-32	-31%	4
[38] Cc1nc(C)c(-c2ccccc2)c(=O)[nH]1
  0%	0%	-2%	-1%	6%	-2%	5%	1	-3	8%	-15
[39] CCOC(=O)c1sc2ncn(/N=C/c3ccc(O)cc3)c(=O)c2c1C
  -1%	-2%	-6%	-2%	-20%	-1%	2%	2	-11	43%	5
[40] CCOc1ccccc1N=Cc1c(O)c2ccccc2oc1=O
  1%	-8%	-16%	12%	u	2%	9%	1	-2	-3%	0
[41] Cc1cccc(NC(=S)NCc2ccc3[nH]c4c(c3c2)CCCC4)c1
  7%	2%	7.1µM*	5%	3%	-4%	2%	-1	-18	1.6µM*	4
[42] O=C(Cc1ccc([N+](=O)[O-])cc1)Nc1ccc2c(c1)OCO2
  -3%	-19%	-1%	-2%	1%	-2%	1%	-1	2	9%	2
[43] CC(NC(=O)c1ccc2ccccc2n1)c1ccc(S(N)(=O)=O)cc1 (stereo not given)
  22%	-5%	-1%	2%	-2%	-2%	-1%	4	5	3%	11
[44] CC1CCN(C(=O)c2ccc(NS(C)(=O)=O)cc2)CC1
  x	x	7%	x	2%	x	x	-2	-4	-1%	7
[45] Cc1ccc(Nc2nnc(SCC(=O)NCCN3C(=O)CSC3=O)s2)cc1C
  u	-1%	u	5µM*	1.7µM*	u	26%	2	-1	u	-11
[46] O=C(N/N=C/c1cc(Br)cc(Br)c1O)c1cccc(S(=O)(=O)N2CCOCC2)c1
  9%	0%	-1%	5%	2%	-8%	-6%	4	-3	-22%	-8

Source: PubChem BioAssay (National Center for Advancing Translational Sciences (NCATS))

Compounds were not picked by outcome. Share with any hit: about 14%.
